Myeloid diff 2: promotes myeloid progenitor differentiation; ER-HoxA9 myeloid progenitors, lysozyme-GFP differentiation, flow cytometry; calls only at 10 µM; 1% of 360,000 active;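 active = normalized GFP-positive differentiation at or above the plate's own cutoff, the solvent-only control mean plus 3 SD; inconclusive = no clear call, values can overlap the other calls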;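 also: cells exposed to compound for four days before flow analysis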
Myeloid diff 2 GFP+ MAC1+ %: also measured in Myeloid diff 2; calls as there; GFP+ MAC1+ double positive, %; measured here: differentiation confirmed by MAC1 staining
Numbers without * were called inactive.

Results for O=C(CC[C@H]1O[C@@H](n2cnc3c(NC(=O)c4ccccc4)ncnc32)[C@H](O)[C@@H]1O)NCc1ccccn1 ?
Myeloid diff 2: inactive; Myeloid diff 2 GFP+ MAC1+ %: 0.6

Results for CC(=O)NCCc1c[nH]c2ccc(OCc3ccccc3)cc12 ?
Myeloid diff 2: inactive; Myeloid diff 2 GFP+ MAC1+ %: 0.5

How did COc1ccc(C(C(=O)Nc2ccc(F)cc2)N2CCN(c3ccncc3)CC2)cc1 (stereo not given) do in these assays?
Myeloid diff 2: inactive; Myeloid diff 2 GFP+ MAC1+ %: 2.1

What do the screens show for `CCc1ccccc1OCC(=O)Nc1nnc(C2CC2)s1`?
Myeloid diff 2: inactive; Myeloid diff 2 GFP+ MAC1+ %: 0.8

Results for O=C(O)C(Cc1ccccc1)N1C(=O)C2C3CCC(C3)C2C1=O (stereo not given) ?
Myeloid diff 2: inactive; Myeloid diff 2 GFP+ MAC1+ %: 0.7

How did CC(=O)O[C@@H](C[C@@H](C)C1=C2C[C@H](O)C3[C@@]4(C)CCC(=O)C(C)(C)C4CC[C@]3(C)[C@@]2(C)CC1)[C@H]1OC1(C)C (stereo not given in full) do in these assays?
Myeloid diff 2: inactive; Myeloid diff 2 GFP+ MAC1+ %: 0.8

What do the screens show for `Cc1c2cc[n+](CCN3CCCCC3)cc2c(C)c2c1[nH]c1ccc(O)cc12`?
Myeloid diff 2: inconclusive

Results for Nc1[nH]c(C(=O)c2ccccc2)c(-c2ccccc2Br)c1C(=O)c1ccccc1 ?
Myeloid diff 2: inactive; Myeloid diff 2 GFP+ MAC1+ %: 0.5

What do the screens show for `CC1=C(C(=O)N2CCOCC2)CC(CC(=O)NCc2ccco2)C(=O)N1Cc1ccc(C(C)(C)C)cc1` (stereo not given)?
Myeloid diff 2: inactive; Myeloid diff 2 GFP+ MAC1+ %: 0.6

What do the screens show for `O=C1OCCN1C(=O)[C@H]1[C@H](c2ccc([N+](=O)[O-])cc2)C(c2ccccc2)=NN1c1ccc(Br)cc1`?
Myeloid diff 2: inactive; Myeloid diff 2 GFP+ MAC1+ %: 2.1

How did CC(=O)Nc1ccc(CNc2nc(NCCN(C)C)nc3cc(-c4ccccc4)sc23)cc1 do in these assays?
Myeloid diff 2: inactive; Myeloid diff 2 GFP+ MAC1+ %: 1.2

How did N#Cc1ccc(NC2c3ccccc3CC2O)cc1 (stereo not given) do in these assays?
Myeloid diff 2: inactive; Myeloid diff 2 GFP+ MAC1+ %: 0.5

Results for CCn1nc(C(=O)NNS(=O)(=O)c2cc(/C=C/C(=O)O)cc(OC)c2OC)c2ccccc2c1=O ?
Myeloid diff 2: inactive; Myeloid diff 2 GFP+ MAC1+ %: 1.3

Results for O=C(Nc1nc(-c2ccc([N+](=O)[O-])cc2)cs1)C1=COCCO1 ?
Myeloid diff 2: inactive; Myeloid diff 2 GFP+ MAC1+ %: 0.3

Results for COc1cc(CNc2ccc(S(N)(=O)=O)cc2)ccc1OCc1ccccc1F ?
Myeloid diff 2: inactive; Myeloid diff 2 GFP+ MAC1+ %: 0.4

Results for CC(C)(C)[C@H]1COC(=O)[C@@H](Cc2ccc(F)cc2)CC/C=C/C[C@@H](CC(=O)N[C@H](CO)Cc2ccccc2)C(=O)N1 ?
Myeloid diff 2: inactive; Myeloid diff 2 GFP+ MAC1+ %: 1.7

What do the screens show for `COc1ccccc1/C=C/C(=O)OCC(=O)NC1CC1`?
Myeloid diff 2: inactive; Myeloid diff 2 GFP+ MAC1+ %: 0.1

Results for O=C(c1ccccc1)C1CC=CCC1C(=O)c1ccccc1 (stereo not given) ?
Myeloid diff 2: inactive; Myeloid diff 2 GFP+ MAC1+ %: 0.7

What do the screens show for `COc1cc(OC)cc(C(=O)NNC(=O)c2ccc3ccccc3n2)c1`?
Myeloid diff 2: inactive; Myeloid diff 2 GFP+ MAC1+ %: 1.4

Results for Fc1ccc(-c2nc3c(Cl)cc(C(F)(F)F)cn3c2Cc2cccc(F)c2)cc1 ?
Myeloid diff 2: inactive; Myeloid diff 2 GFP+ MAC1+ %: 0.6

What do the screens show for `CC#CCOCC1CN(C)C(=O)O1` (stereo not given)?
Myeloid diff 2: inactive; Myeloid diff 2 GFP+ MAC1+ %: 0.5

How did CC(=O)O[C@H]1[C@H](O)[C@H](Oc2c(O)c(C)c3c4c2[C@@H](C)CC[C@@H]4[C@@H](C)C[C@H]3C=C(C)C)O[C@@H](C)[C@H]1O do in these assays?
Myeloid diff 2: inactive; Myeloid diff 2 GFP+ MAC1+ %: 0.4

How did CCN(CC)c1ccc(NC(=O)COc2ccc(-n3cnnn3)cc2)cc1 do in these assays?
Myeloid diff 2: inactive; Myeloid diff 2 GFP+ MAC1+ %: 1.6

Results for CCOC(=O)c1c(C)[nH]c(C)c1C(=O)COC(=O)CSc1ccc(C)cc1 ?
Myeloid diff 2: inactive; Myeloid diff 2 GFP+ MAC1+ %: 1.3

Among those listed so far, these contain a COOH group:
Results for O=C(O)C(Cc1ccccc1)N1C(=O)C2C3CCC(C3)C2C1=O (stereo not given) ?
Myeloid diff 2: inactive; Myeloid diff 2 GFP+ MAC1+ %: 0.7

Results for CCn1nc(C(=O)NNS(=O)(=O)c2cc(/C=C/C(=O)O)cc(OC)c2OC)c2ccccc2c1=O ?
Myeloid diff 2: inactive; Myeloid diff 2 GFP+ MAC1+ %: 1.3

The listing continues:
What do the screens show for `COc1ccc(C=C2CCC3C(CCCC34OCCO4)C2=O)cc1` (stereo not given)?
Myeloid diff 2: inactive; Myeloid diff 2 GFP+ MAC1+ %: 0.4

Results for CCCNC(=O)N(C)C[C@H]1Oc2cc(Br)ccc2S(=O)(=O)N([C@@H](C)CO)C[C@@H]1C ?
Myeloid diff 2: inactive; Myeloid diff 2 GFP+ MAC1+ %: 1.5

What do the screens show for `CC(C)(C)OC(=O)N[C@@H](Cc1ccccc1)C(=O)N[C@@H](CO)[C@H](O)[C@@H]1C[C@@H]1C(=O)NC1CCCCC1`?
Myeloid diff 2: inactive; Myeloid diff 2 GFP+ MAC1+ %: 0.6

How did Cc1ccc([C@@H]2C[C@H]3[C@@H](CN2S(=O)(=O)c2ccc(C)cc2)C(=O)C[C@@H](c2cccc(Cl)c2)N3S(=O)(=O)c2ccc(C)cc2)cc1 do in these assays?
Myeloid diff 2: inactive; Myeloid diff 2 GFP+ MAC1+ %: 1.8

What do the screens show for `COc1ccccc1CNC(=O)COC(=O)CCN1C(=O)C2CC=CCC2C1=O` (stereo not given)?
Myeloid diff 2: inactive; Myeloid diff 2 GFP+ MAC1+ %: 1.2

How did COC(=O)[C@@H](Cc1c[nH]c2ccccc12)NCc1ccc(B(O)O)cc1 do in these assays?
Myeloid diff 2: inactive; Myeloid diff 2 GFP+ MAC1+ %: 0.3

What do the screens show for `C[C@@H]1CN([C@@H](C)CO)C(=O)c2cc(Br)cnc2O[C@@H]1CN(C)Cc1ccc(Oc2ccccc2)cc1`?
Myeloid diff 2: inactive; Myeloid diff 2 GFP+ MAC1+ %: 0.7

What do the screens show for `CN(C)CCCNc1nc2cc(-c3cnn(Cc4ccccc4)c3)sc2c(=O)n1C`?
Myeloid diff 2: inactive; Myeloid diff 2 GFP+ MAC1+ %: 1.0

What do the screens show for `CC(C)(C)NC(=O)C(c1ccc(C#N)cc1)n1c(=O)c(-c2ccccc2)nc2ccccc21` (stereo not given)?
Myeloid diff 2: inactive; Myeloid diff 2 GFP+ MAC1+ %: 2.8

What do the screens show for `CN1C(=O)[C@@](O)(c2cn(C)c3ccccc23)c2cc(Br)ccc21`?
Myeloid diff 2: inactive; Myeloid diff 2 GFP+ MAC1+ %: 2.5

What do the screens show for `O=C(O)C(Cc1ccccc1[N+](=O)[O-])N1C(=O)c2ccccc2C1=O` (stereo not given)?
Myeloid diff 2: inactive; Myeloid diff 2 GFP+ MAC1+ %: 0.6

How did CC(OC(=O)C1CCN(S(=O)(=O)c2ccc(C(C)(C)C)cc2)CC1)C(=O)N(C)C1CCCCC1 (stereo not given) do in these assays?
Myeloid diff 2: inactive; Myeloid diff 2 GFP+ MAC1+ %: 1.1

Overlap with the part before: six entries, followed by the next part.
What do the screens show for `C[C@@H]1CN([C@@H](C)CO)C(=O)c2cc(Br)cnc2O[C@@H]1CN(C)Cc1ccc(Oc2ccccc2)cc1`?
Myeloid diff 2: inactive; Myeloid diff 2 GFP+ MAC1+ %: 0.7

What do the screens show for `CN(C)CCCNc1nc2cc(-c3cnn(Cc4ccccc4)c3)sc2c(=O)n1C`?
Myeloid diff 2: inactive; Myeloid diff 2 GFP+ MAC1+ %: 1.0

What do the screens show for `CC(C)(C)NC(=O)C(c1ccc(C#N)cc1)n1c(=O)c(-c2ccccc2)nc2ccccc21` (stereo not given)?
Myeloid diff 2: inactive; Myeloid diff 2 GFP+ MAC1+ %: 2.8

What do the screens show for `CN1C(=O)[C@@](O)(c2cn(C)c3ccccc23)c2cc(Br)ccc21`?
Myeloid diff 2: inactive; Myeloid diff 2 GFP+ MAC1+ %: 2.5

What do the screens show for `O=C(O)C(Cc1ccccc1[N+](=O)[O-])N1C(=O)c2ccccc2C1=O` (stereo not given)?
Myeloid diff 2: inactive; Myeloid diff 2 GFP+ MAC1+ %: 0.6

How did CC(OC(=O)C1CCN(S(=O)(=O)c2ccc(C(C)(C)C)cc2)CC1)C(=O)N(C)C1CCCCC1 (stereo not given) do in these assays?
Myeloid diff 2: inactive; Myeloid diff 2 GFP+ MAC1+ %: 1.1

How did CC(C)(C)n1nnnc1C(c1ccccc1)N1CCN(c2ncccn2)CC1 (stereo not given) do in these assays?
Myeloid diff 2: inactive; Myeloid diff 2 GFP+ MAC1+ %: 1.5

What do the screens show for `Cc1n[nH]c2ccc([N+](=O)[O-])cc2c1=O`?
Myeloid diff 2: inactive; Myeloid diff 2 GFP+ MAC1+ %: 1.8

Results for CCN(C(=O)c1ccc2c(c1)OCO2)C12CC3CC(CC(C3)C1)C2 ?
Myeloid diff 2: inactive; Myeloid diff 2 GFP+ MAC1+ %: 0.3

What do the screens show for `C#CCNC(=O)C[C@@H]1C[C@@]2(C(=O)OCC)CCC=C2N(Cc2ccco2)C1=O`?
Myeloid diff 2: inactive; Myeloid diff 2 GFP+ MAC1+ %: 1.5

What do the screens show for `O=C(NCC1COc2ccccc2O1)c1cc(S(=O)(=O)N2CCOCC2)ccc1F` (stereo not given)?
Myeloid diff 2: inactive; Myeloid diff 2 GFP+ MAC1+ %: 0.7

Results for CC(C)C[C@@H](CN)NC(=O)c1nc[nH]c1C(=O)N[C@@H](Cc1c[nH]c2ccccc12)C(=O)CNC[C@H](C)NC(=O)c1nc[nH]c1C(=O)N[C@@H](C)C(=O)O ?
Myeloid diff 2: inactive; Myeloid diff 2 GFP+ MAC1+ %: 0.5

How did O=C(Nc1ccc2c(c1)OCO2)c1cc(C2CCCN(C(=O)CCc3ccccc3)C2)on1 (stereo not given) do in these assays?
Myeloid diff 2: inactive; Myeloid diff 2 GFP+ MAC1+ %: 0.7

How did CCCN(C)C1CN(Cc2cn(Cc3cccc(C(F)(F)F)c3)nn2)S(=O)(=O)C1 (stereo not given) do in these assays?
Myeloid diff 2: inactive; Myeloid diff 2 GFP+ MAC1+ %: 1.0

Results for O=C(O)c1ccc2c(c1)C(=O)N([C@H](Cc1cccc3ccccc13)C(=O)O)C2=O ?
Myeloid diff 2: inactive; Myeloid diff 2 GFP+ MAC1+ %: 0.6

What do the screens show for `O=C(/C=C/c1ccc2c(c1)OCO2)c1ccc(O)cc1O`?
Myeloid diff 2: inactive; Myeloid diff 2 GFP+ MAC1+ %: 0.7

What do the screens show for `O=C(CSc1nccc(=O)[nH]1)NC1CCCCCC1`?
Myeloid diff 2: inactive; Myeloid diff 2 GFP+ MAC1+ %: 1.1

Results for O=C(CCNC(=O)c1ccc(Br)cc1)Nc1nc2ccccc2[nH]1 ?
Myeloid diff 2: inactive; Myeloid diff 2 GFP+ MAC1+ %: 1.2

What do the screens show for `O=C(NCc1cccc(C(F)(F)F)c1)c1ccc2nc([C@@H]3O[C@H](CO)[C@@H](O)[C@H]3O)[nH]c2c1`?
Myeloid diff 2: inactive; Myeloid diff 2 GFP+ MAC1+ %: 0.5

Results for CC1CN=C(c2ccccc2)O1 (stereo not given) ?
Myeloid diff 2: inactive; Myeloid diff 2 GFP+ MAC1+ %: 1.3

What do the screens show for `S=C(NN=Cc1ccccn1)N(Cc1ccccn1)Cc1ccccn1`?
Myeloid diff 2: inconclusive

How did O=C(C=Cc1ccccc1)c1ccc([N+](=O)[O-])cc1 do in these assays?
Myeloid diff 2: inactive; Myeloid diff 2 GFP+ MAC1+ %: 0.3

How did CCc1nc(SCC(=O)N2CCc3ccccc32)c2oc3ccccc3c2n1 do in these assays?
Myeloid diff 2: inactive; Myeloid diff 2 GFP+ MAC1+ %: 0.3

Results for CCC/C=C/c1ccc(CN2C(C)C(=O)N(Cc3cn(CCC4OCCO4)nn3)CCS2(=O)=O)cc1 (stereo not given) ?
Myeloid diff 2: inactive; Myeloid diff 2 GFP+ MAC1+ %: 1.6

Results for CCc1nc2c(OCC(=O)C(C)(C)C)cccn2c1N(C=O)CC(=O)N(C)C ?
Myeloid diff 2: inactive; Myeloid diff 2 GFP+ MAC1+ %: 0.7

Results for CN(Cc1ccccc1)C(=O)c1cccc(NC(=O)Cc2ccc(NC(=O)C3CCN(C(=O)c4ccccc4)CC3)cc2)c1 ?
Myeloid diff 2: inactive; Myeloid diff 2 GFP+ MAC1+ %: 1.9

What do the screens show for `C[C@H](O)[C@@H]1CN2CCc3c([nH]c4ccccc34)[C@@H]2C[C@@H]1N(C)C(=O)Nc1cccc2ccccc12`?
Myeloid diff 2: inactive; Myeloid diff 2 GFP+ MAC1+ %: 1.6

How did CCC1S/C(=N/S(=O)(=O)c2ccc(N)cc2)NC1=O (stereo not given) do in these assays?
Myeloid diff 2: inactive; Myeloid diff 2 GFP+ MAC1+ %: 1.1

How did NC(=S)NN=C1CCCCC12CCCC2 do in these assays?
Myeloid diff 2: inactive; Myeloid diff 2 GFP+ MAC1+ %: 0.7

What do the screens show for `COc1ccc(C2=Cc3ccccc3C(CC(=O)C3CC3)N2c2ccc(C#CCCO)cc2)cc1` (stereo not given)?
Myeloid diff 2: inactive; Myeloid diff 2 GFP+ MAC1+ %: 1.1

Compound activity as filed in PubChem.

The list is partial; rates above refer to the full screens.
